TRAIL sens C8: caspase-8 TRAIL sensitization; NB7+C8 cells + TRAIL, ATPlite viability luminescence; inhibition (viability loss, TRAIL sensitization), % at 10 µM; hit rate 1% among 360,000;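 active = compounds causing at least 50% loss of cell viability in the single-dose screen, relative to plate controls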
TWEAK Fn14 block: TWEAK-Fn14 signaling inhibition. TWEAK-stimulated Fn14 reporter cells, luciferase luminescence, 8 h. AID 1159606. inhibition, % at 10 µM. hit rate 2% among 360,000; in the data active = inhibition above about 50%
Shn3 inh set2: reduces Shn3 3'UTR luciferase signal in osteoblasts | Clone20 osteoblast Shn3 3'UTR firefly luciferase, 24 h | inhibition, % at 12.5 µM | hit rate 0.52% among 360,000;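 active = mean inhibition of at least 75% with every replicate also reaching 75%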;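 also: 0% = median of neutral control wells and 100% = pilot-screen positive control compound; some compounds past the cut are filed as inactive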
TROY signal inh: TROY signaling inhibition; Q293 LMP1-TROYcd NF-kB luciferase reporter, 4 h; hit rate 0.98% among 360,000; inhibition, % at 10 µM;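 active = compounds whose plate-normalised and pattern-corrected inhibition of the luciferase reporter signal at the single screening dose is 50% or more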
NCOA3 inh: human NCOA3 inhibition; Q9Y6Q9; AID 588352; inhibition, % at 3.6 µM; HEK293 GAL4-SRC3 luciferase reporter, luminescence; hit rate 0.17% among 360,000;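 active = inhibition above a per-campaign cutoff, the mean of all compounds plus 3 SD, cut at about 60% in these data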;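 also: 0% = DMSO-treated cells and 100% = gossypol-treated cells at 36 µM; higher means less SRC3-driven luciferase light from the GAL4 reporter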
KKLEB tox: counter-screen for CF NF-kB inhibitors: cytotoxicity | KKLEB CF airway cells viability, ATPlite luminescence, overnight; hits give low values; cells stimulated with P. aeruginosa culture filtrate | activity change (cytotoxicity), % at 5 µM | hit rate 0.36% among 360,000;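 active = corrected activity change at or below -50% at 5 µM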
LMP1 NFkB inh: Epstein-Barr LMP1 NF-kappaB reporter inhibition. LMP1-induced NF-kappaB luciferase reporter cells, luminescence. inhibition, % at 12.5 µM. hit rate 0.69% among 350,000. AID 504558; in the data active = inhibition above about 41%;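 also: 0% = neutral control wells and 100% = reference inhibitor control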
NCOA1 inh: human NCOA1 inhibition. Q15788. HEK293 GAL4-SRC1 luciferase reporter, luminescence. inhibition, % at 3.6 µM. hit rate 0.12% among 360,000. AID 588354;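 active = inhibition above the campaign mean plus 3 SD, with each screening campaign given its own cutoff, cut at about 60% in these data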;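 also: 0% = DMSO treated cells and 100% = gossypol at 36 µM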
Target sequence (Q15788 whole entry, looked up, the tested form may be a part): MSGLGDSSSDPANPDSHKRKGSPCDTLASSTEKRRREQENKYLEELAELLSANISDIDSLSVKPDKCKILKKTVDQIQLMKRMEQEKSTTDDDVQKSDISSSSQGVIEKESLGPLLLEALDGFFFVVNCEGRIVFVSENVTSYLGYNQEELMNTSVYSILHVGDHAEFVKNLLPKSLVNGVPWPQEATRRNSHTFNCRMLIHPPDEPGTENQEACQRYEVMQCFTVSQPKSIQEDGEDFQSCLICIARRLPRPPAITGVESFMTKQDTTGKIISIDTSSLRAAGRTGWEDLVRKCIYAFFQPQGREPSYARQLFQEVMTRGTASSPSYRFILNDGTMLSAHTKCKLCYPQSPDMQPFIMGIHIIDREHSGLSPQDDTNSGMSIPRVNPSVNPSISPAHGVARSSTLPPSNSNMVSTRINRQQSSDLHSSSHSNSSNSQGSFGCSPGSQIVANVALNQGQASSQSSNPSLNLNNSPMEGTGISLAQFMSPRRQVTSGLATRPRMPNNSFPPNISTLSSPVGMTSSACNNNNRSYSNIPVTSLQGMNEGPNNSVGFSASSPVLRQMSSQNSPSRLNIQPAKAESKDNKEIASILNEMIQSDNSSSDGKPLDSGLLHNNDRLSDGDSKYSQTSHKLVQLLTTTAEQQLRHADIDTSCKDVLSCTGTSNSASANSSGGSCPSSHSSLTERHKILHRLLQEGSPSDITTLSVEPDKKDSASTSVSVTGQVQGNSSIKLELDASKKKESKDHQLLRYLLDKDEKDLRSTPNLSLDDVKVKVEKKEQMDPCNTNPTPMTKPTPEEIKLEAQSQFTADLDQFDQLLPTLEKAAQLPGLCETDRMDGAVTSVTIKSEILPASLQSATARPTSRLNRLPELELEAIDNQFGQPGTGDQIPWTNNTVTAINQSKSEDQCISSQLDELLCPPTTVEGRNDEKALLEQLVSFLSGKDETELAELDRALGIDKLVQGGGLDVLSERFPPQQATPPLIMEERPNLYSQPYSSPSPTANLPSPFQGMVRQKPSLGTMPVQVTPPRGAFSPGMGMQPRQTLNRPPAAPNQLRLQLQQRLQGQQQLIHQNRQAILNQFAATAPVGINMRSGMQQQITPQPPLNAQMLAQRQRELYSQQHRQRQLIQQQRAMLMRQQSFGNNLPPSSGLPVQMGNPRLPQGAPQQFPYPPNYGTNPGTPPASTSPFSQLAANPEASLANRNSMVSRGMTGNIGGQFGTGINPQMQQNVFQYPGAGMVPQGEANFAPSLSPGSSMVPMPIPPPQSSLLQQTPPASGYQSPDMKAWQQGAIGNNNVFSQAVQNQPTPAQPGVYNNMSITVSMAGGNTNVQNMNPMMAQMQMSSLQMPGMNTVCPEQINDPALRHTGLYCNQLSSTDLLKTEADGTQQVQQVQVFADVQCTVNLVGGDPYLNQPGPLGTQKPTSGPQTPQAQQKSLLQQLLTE
CF NFkB inh: inhibitors of cystic fibrosis induced NF-kB | KKLEB NF-kB-GFP reporter, PAF-induced, GFP fluorescence overnight | inhibition, % at 5 µM | hit rate 0.86% among 360,000;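 active = at least 50% inhibition at 5 µM, scaled per plate between neutral and stimulator controls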;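 also: PAF is a Pseudomonas aeruginosa culture filtrate used as stimulus; plate controls were PAF-stimulated DMSO wells for no effect and unstimulated DMSO wells for full effect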
LRH-1 inv ag: inverse agonists of human LRH-1 (NR5A2); inhibition, % at 3.6 µM; HEK293T StAR-luciferase reporter, LRH-1 transfected, 24 h; O00482; hit rate 0.13% among 360,000;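 active = inhibition above the mean inhibition of all tested compounds plus 3 SD, cut at about 73% in these data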;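 also: 0% = DMSO wells and 100% = reporter-only cells lacking LRH-1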
COUP-TFII inh: blocks human COUP-TFII nuclear receptor; HEK293T NGFI-A luciferase reporter, luminescence; P24468; hit rate 0.7% among 370,000; AID 686940; inhibition, % at 8.6 µM;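 active = inhibition above a per-plate cutoff, mean inhibition of test wells between control levels plus 3 SD, cut at about 38% in these data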;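 also: cells cotransfected with COUP-TFII expression vector driving the NGFI-A reporter; 0% = median of COUP-TF2 test wells and 100% = reporter-only cells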
Numbers without * were called inactive; . = not tested or not shown. These rows are one share of the data, so the mix of outcomes need not match the whole.

structure,TRAIL sens C8,NCOA1 inh,COUP-TFII inh,TWEAK Fn14 block,NCOA3 inh,KKLEB tox,LMP1 NFkB inh,Shn3 inh set2,TROY signal inh,CF NFkB inh,LRH-1 inv ag
O=C(c1cc2sccc2n1Cc1ccc(F)cc1)N1CCc2ccccc21,14,-12,-6,0,2,-4,-17,-2,-15,-24,22
COc1cccc(OC)c1OCCOCCN1CCN(C)CC1,-10,0,14,-7,1,9,1,-9,-16,1,7
CN(C)c1ccc(/C=C(\NC(=O)c2ccccc2)C(=O)NCCCn2ccnc2)cc1,18,8,-4,2,7,-11,11,5,5,0,17
CC1CCC2(CC1)NC(=O)N(CC(=O)N(Cc1ccccc1)C(C)(C)C)C2=O (stereo not given),3,2,11,5,12,-3,-7,-19,-4,29,2
CCCCNC(=O)c1onc(CSc2ccc(C(C)C)cc2)c1C(=O)O,11,8,-7,-7,-16,-7,-1,3,10,4,1
O=C(COC(=O)COc1ccc(Br)cc1)NCC1CCCO1 (stereo not given),-6,-5,14,-3,15,10,3,0,0,-29,9
Cc1ccc(S(=O)(=O)N(C)C)cc1NC(=O)C1Cc2ccccc2CN1C(=O)c1ccco1 (stereo not given),1,-6,2,23,-7,10,-1,-2,-24,-14,-2
CN1CCN(c2oc(COc3ccc(-c4ccccc4)cc3)nc2C#N)CC1,-6,-6,23,-9,9,2,1,14,5,-22,28
CCNC(=O)COc1ccc(S(=O)(=O)Nc2ccccc2)cc1,15,-7,.,3,2,-6,5,3,9,12,6
Cn1c(N)nc2nc[nH]c2c1=S,-4,-11,1,-2,-15,-6,1,-7,-9,2,17
CCCCN(Cc1nc2ccccc2c(=O)[nH]1)C(=O)c1nn(C)c(=O)c2ccccc12,-3,3,6,-4,-2,0,-2,14,-8,18,1
Cc1cc(NC(=O)CSc2nc(CCC3CCCC3)nc3ccccc23)no1,19,-25,-3,39,10,-11,-1,8,-4,14,-8
Cc1cc(C)c2c(n1)nn1c(N3CCN(c4ccccc4C)CC3)cc(C)nc21,8,-8,2,1,6,-4,8,15,-8,12,-1
CC1CCCCC12NC(=O)N(CC(=O)NCCc1ccc(S(N)(=O)=O)cc1)C2=O (stereo not given),-3,-11,29,14,3,-1,4,-3,1,4,4
COc1ccc(NC(=O)Nc2ccc3c(c2)CCC3)cc1OC,5,-27,-8,0,1,-12,7,-13,-30,4,-32

The listing continues.
structure,TRAIL sens C8,NCOA1 inh,COUP-TFII inh,TWEAK Fn14 block,NCOA3 inh,KKLEB tox,LMP1 NFkB inh,Shn3 inh set2,TROY signal inh,CF NFkB inh,LRH-1 inv ag
C=CCn1c(SCc2ccc(C(=O)OC)cc2)nnc1-c1sc(N)nc1C,2,6,4,-49,16,-14,8,-1,-21,0,16
Cc1nn(-c2ccccn2)c2nc(-c3cccs3)cc(C(=O)NCc3ccco3)c12,10,-10,4,1,6,-2,-5,-14,2,12,7
Cc1ccc(S(=O)(=O)N(Cc2ccccc2F)C(=O)N2CCN(C)CC2)cc1,-7,-2,15,6,4,-2,-12,-15,7,17,-4
Cc1cc(/C=N/NC(N)=S)c(C)n1-c1cccc(Cl)c1,-2,-11,12,6,2,2,-1,-17,-6,-33,15
O=C(c1ccccc1NS(=O)(=O)c1cccc2cccnc12)N1CCOCC1,2,8,17,-12,3,5,-5,-54,13,-6,-3
O=C(/C=C/c1ccccc1)NCCN1CCOCC1,-13,4,-10,19,10,11,-1,-15,3,-13,-12
COC(=O)[C@@]1(C(C)C)N=C(c2cc(OC)c(OC)c(OC)c2)[C@]2(O1)C(=O)N(C)c1ccc(Br)cc12,-6,.,6,17,.,.,.,.,0,.,-6
CCCC(C)NCC(=O)Nc1ccccc1-c1ccccc1 (stereo not given),18,7,-9,13,6,-2,-6,6,-6,-9,-14
c1ccc2c(-c3cc(C4CCNCC4)[nH]n3)cccc2c1,-1,-60,-1,8,8,-3,4,-1,13,13,2
CC1(C)Cc2c(sc3ncn4nc(-c5ccco5)nc4c23)CO1,-8,2,-7,-19,6,-6,1,8,0,-2,17
COc1ccc(NS(=O)CCCc2ccccc2)cc1 (stereo not given),-6,9,-13,54*,10,11,.,-5,42,0,8
COc1ccc(C)cc1NC(=O)NC1CCCc2ccccc21 (stereo not given),26,7,16,-11,6,2,4,12,-5,11,1
C#CCOCCOCCOCCNc1nc(N2CCN(C(=O)[C@H](CCCN=C(N)N)n3cc(C(N)[C@@H](C)CC)nn3)CC2)nc(N2CCN(C(=O)[C@H](CO)n3cc([C@@H](N)C(C)C)nn3)CC2)n1 (stereo not given in full),-9,-3,8,-17,3,2,-5,-11,-21,-1,1
COc1ccc(N2C(=O)CC(Nc3ccc(C)cc3)C2=O)cc1 (stereo not given),2,-2,4,-9,5,0,-4,-3,-11,-11,3
COCCNC(=O)c1cnn2c1NC(c1ccco1)CC2C(F)(F)F (stereo not given),-6,-2,-4,2,17,-25,-2,11,-1,-7,9

Following part:
structure,TRAIL sens C8,NCOA1 inh,COUP-TFII inh,TWEAK Fn14 block,NCOA3 inh,KKLEB tox,LMP1 NFkB inh,Shn3 inh set2,TROY signal inh,CF NFkB inh,LRH-1 inv ag
CCCc1nnc(NC(=O)CCC(=O)N2CCC(C)CC2)s1,-13,-50,3,3,7,0,9,-19,1,17,-18
CC(Sc1nnc(COc2ccc3ccccc3c2)n1C)C(=O)O (stereo not given),-30,-1,9,30,7,-2,5,12,-3,1,16
Cc1cc(N2CCCCC2)nc2ccc(NC(=O)c3ccc(Br)o3)cc12,5,4,14,-16,-2,9,-6,-8,-23,-18,0
CC(C)CNC(=O)Nc1ccc(F)c(Cl)c1,15,-8,-35,-13,4,10,-3,-32,-65,11,-23
Cn1c(N)c(C(=O)CSc2nc3ccccc3n2-c2ccccc2)c(=O)n(C)c1=O,26,-8,6,-17,16,2,-1,-11,1,14,-17
CN(C)c1ccc(/C=C/c2nnnn2-c2ccccc2)cc1,4,-143,-74,-24,-93,4,-45,-31,-63,-2,-144
CCOc1ccc(/C=C2\SC(=S)N(CCC(=O)Nc3cccc(C(=O)O)c3)C2=O)cc1,9,3,-25,-12,7,5,1,-10,-69,2,-6
CCOC(=O)N1CCN(C(=O)CSc2nnc(-c3cccc(Cl)c3)o2)CC1,3,-6,-1,-16,6,-4,-1,11,-2,13,-5
O=C(CN1CCC(Cc2ccccc2)CC1)N1CCc2ccccc2C1,3,-15,3,0,5,-8,4,7,-4,12,-12
O=C(CNC(=O)c1cccs1)N/N=C/c1c(F)cccc1Cl,4,3,-19,3,-13,-19,5,-25,-36,6,6
Cc1nnc(SCc2ccccc2Cl)n1CC1CCCO1 (stereo not given),-25,4,-11,10,-1,-20,8,-25,-11,30,0
CCOC(=O)c1ccc(NC(=O)CCCN2C(=O)NC3(CCCC3)C2=O)cc1,-13,-5,-26,0,7,8,-10,-23,1,-8,17
CC(C)=CCCC1(C)C=Cc2c(c(C)cc3c2[nH]c2cc(O)ccc23)O1 (stereo not given),10,-3,1,28,-9,20,-3,49,10,-25,-4
O=C(O)c1ccc(CNCc2c(Cl)cccc2Cl)cc1,-5,4,9,-9,17,14,4,-31,-17,-3,1
O=C(Nc1cccc(F)c1)c1c(O)c2ccccc2[nH]c1=O,0,-18,27,-14,-38,13,-21,-97,-44,-7,-9

(listing goes on)
structure,TRAIL sens C8,NCOA1 inh,COUP-TFII inh,TWEAK Fn14 block,NCOA3 inh,KKLEB tox,LMP1 NFkB inh,Shn3 inh set2,TROY signal inh,CF NFkB inh,LRH-1 inv ag
Cn1nccc1C(=O)Nc1sc2c(c1C#N)CCCC2,8,-58,-29,-5,-58,-7,-10,-25,-49,9,-28
CC(=O)Nc1ccc2[nH]c(C)c(CC=C(Cl)Cl)c(=O)c2c1,-3,2,-3,-11,4,5,-6,-7,11,8,-4
c1ccc(Sc2ncnc3c2oc2ccccc23)nc1,-6,-83,-65,13,-33,-3,-5,-38,-46,50,-124
C=CCNC(=S)NNC(=O)Cn1c(-c2ccccc2)cc(=O)n2ncnc12,-4,-10,4,2,5,11,-8,-22,2,-4,6
CCN(CC)CCN(Cc1cc2cc3c(cc2[nH]c1=O)OCO3)C(=S)NCCCOC,-7,-9,22,3,0,4,-6,-16,-11,-7,6
CSc1ccc(Cn2c(C)c(C(=O)NCc3ccco3)sc2=O)cc1,-4,-19,13,0,-6,-1,.,9,15,-11,6
COC(=O)[C@]1(Cc2ccccc2)N[C@H](CN(C)S(=O)(=O)c2ccc(OC(F)(F)F)cc2)[C@@H]2C(=O)N(C)C(=O)[C@@H]21,-7,2,-2,-11,0,4,1,-16,-9,10,12
S=C(NCc1ccco1)N1CCN(c2nc(-c3ccccc3)cs2)CC1,-2,2,14,-8,9,2,11,31,3,2,1
O=C(NCCc1cccc(C(F)(F)F)c1)C1CCC(=O)N(C2CC2)C1 (stereo not given),-14,0,3,-3,-7,19,-1,-1,9,-35,-6
COc1ccc(CC(=O)Nc2nnc(C(C)(C)C)s2)cc1OC,1,-24,0,20,-1,20,2,-2,12,-8,-9
CS(=O)(=O)N(CC(=O)N1CCCCC1)c1sc2c(c1C#N)CCCC2,-3,-5,-6,-1,12,-26,7,2,-1,3,3
Cc1[nH]c2ccccc2c1-c1ccc(Cl)nn1,-7,6,0,-27,6,-2,-1,0,-11,4,-1
Cc1ccc(F)c(NC(=O)c2ccc(Cn3cc(Cl)cn3)cc2)c1,5,-35,-30,-37,2,2,-16,-20,-40,18,-44
COc1ccccc1C(C)NCC(=O)Nc1c(F)cccc1F (stereo not given),-5,1,-16,-16,3,10,0,3,1,-17,8

Assay outcomes as filed in PubChem BioAssay.
